# XiGFP reactiv – activators of inactive X chromosome reactivation, primary screen, imaging, XiGFP fibroblasts, GFP high-content imaging, set 2; XiGFP mouse fibroblasts, % GFP-positive cells imaging, 3 d; cells co-treated with 5-aza-dC sensitizer; scaled so ellipticine positive control = 100%; activation, % at 7.58 µM; 360,000 compounds, 0.055% hits;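 active = mean normalized replicate activation at least 10% and every replicate at or above 10%; inconclusive = only one of the two criteria met; inactive = mean below 10% and not all replicates reach 10%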;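 note: 0% = median of on-plate neutral control wells and 100% = ellipticine 6 µM median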
#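 Material: XiGFP fibroblasts, SV40-immortalized; Buffer or medium: DMEM containing 5-aza-dC; Compound dosing: single point; Times: 3 days compound exposure.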
# RAD52 anneal inh – RAD52 DNA annealing inhibitors, primary screen, biochemical, FRET, single point, set 2; inhibition, % at 18.7 µM; recombinant RAD52 DNA annealing, FRET fluorescence; DNA repair protein RAD52 homolog (Homo sapiens), P43351; AID 651710, 2012; 360,000 compounds, 0.46% hits;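 active = every replicate showing at least 50% inhibition; inconclusive = mean inhibition at least 50% but not in every replicate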
# Target sequence (P43351 whole entry, looked up): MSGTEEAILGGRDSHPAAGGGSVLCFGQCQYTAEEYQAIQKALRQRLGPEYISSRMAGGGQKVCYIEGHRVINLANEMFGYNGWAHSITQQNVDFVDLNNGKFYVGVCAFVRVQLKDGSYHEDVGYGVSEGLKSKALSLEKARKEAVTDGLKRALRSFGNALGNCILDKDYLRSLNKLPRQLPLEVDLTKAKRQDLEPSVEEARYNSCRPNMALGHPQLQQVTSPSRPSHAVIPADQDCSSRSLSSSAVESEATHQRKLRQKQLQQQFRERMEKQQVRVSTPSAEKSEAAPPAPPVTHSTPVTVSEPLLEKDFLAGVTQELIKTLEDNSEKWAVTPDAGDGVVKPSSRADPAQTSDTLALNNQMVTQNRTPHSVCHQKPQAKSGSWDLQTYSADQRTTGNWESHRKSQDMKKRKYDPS
# F508del corr – F508del CFTR correction, initial screen, CFBE line, single point. 350,000 compounds, 0.36% hits. AID 720511, 2013. activity (quench increase), % at 7.58 µM. CFBE cells, YFP halide quenching; stimulated with forskolin plus potentiator P3; % fluorescence drop versus neutral controls;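 active = mean added fluorescence quench of at least 8% versus neutral control, with both replicates also reaching 8%; inconclusive = only one of the mean or replicate conditions met; inactive = mean below 8% and not both replicates reaching 8%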;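 note: cells transiently co-express mutant CFTR-F508del with the halide-sensitive YFP; corrector assay measuring rescue of mutant channel to the surface after 24 h compound exposure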
# E-sel inducer – E-selectin induction in HUVECs, primary screen, imaging, HUVEC, immunofluorescence imaging, single point. P16581. normalized: neutral wells 0, TNF-alpha wells 100. activation, % at 7.58 µM. 260,000 compounds, 0.37% hits;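 active = mean E-selectin-positive cell signal at least 10% of the positive control, reached in at least 60% of replicates, without over 20% cell loss; inconclusive = no rule given, readout overlaps actives, possibly toxicity-flagged; inactive = the rest, including those meeting only one limit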;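 note: in these data hits start at about 27%; measured in HUVEC primary endothelial cells; signal is the percent of cells scored E-selectin positive by PE staining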
#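 Assay system: HUVEC primary endothelial cells. Input: 3,000 HUVEC seeded per well. Doses: one compound dose added by pin transfer. Read-out basis: % PE-positive cells. Benchmarks: TNF-alpha high, DMSO low. Detection: immunofluorescence imaging. Buffer or medium: EGM-2, gelatin.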
# DENV2 CPE rescue – inhibitors of DENV2 cytopathic effect, primary screen, cell-based, plate reader, single concentration; DENV2-infected cells, cytopathic effect rescue; CPE inhibition, % at 9.99 µM; 350,000 compounds, 1.7% hits; in the data active = CPE inhibition above about 20%, passing the limit was not always enough; inconclusive = no clear call, values can overlap the other calls; tested in BHK-21 cells;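 note: 0% = median of neutral control wells and 100% = median of positive control wells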
# RAD54 inh – inhibitors of human RAD54 branch migration, primary screen, biochemical, fluorescence, single point | RAD54 Holliday junction branch migration, FAM/BHQ fluorescence | 360,000 compounds, 0.14% hits | AID 602329, 2012 | inhibition, % at 10.4 µM;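 active = mean normalized replicate activity at least 40 and at least half of replicates scoring 40 or more; inconclusive = only one of the two criteria met; inactive = mean below 40 and under half of replicates reaching 40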;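 note: 0% = median of neutral control wells and 100% = median of positive control wells; inhibitors cause a drop in the FAM fluorescence signal; in these data hits start at about 50%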
# INS-1E GSIS act – GLuc luminescence reporter in INS-1E cells, primary screen for activators of glucose-dependent secretion of insulin; activation, % at 16.6 µM; 370,000 compounds, 0.61% hits; INS-1E GLuc reporter insulin secretion, 2-3 h;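 active = lowest replicate activation of at least 40%, so every replicate reaches that level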;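 note: 0% = median of neutral control wells and 100% = median of IBMX positive control wells; some compounds called inactive have numbers as strong as hits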
# CASP6 VEID inh – human caspase-6 inhibitors, primary screen, biochemical, VEID-R110 fluorescence, single point, set 2; purified caspase-6, Z-VEID-R110 cleavage fluorescence; inhibition, % at 12.5 µM; 350,000 compounds, 0.53% hits;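 active = mean inhibition across replicates at least about 35%, with every replicate also reaching that limit, limit read from the data; inconclusive = only one of the two criteria met; inactive = neither criterion met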;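 note: 0% = median of neutral control wells and 100% = no fluorescence left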
# Target sequence (P55212 24-179 limits assumed): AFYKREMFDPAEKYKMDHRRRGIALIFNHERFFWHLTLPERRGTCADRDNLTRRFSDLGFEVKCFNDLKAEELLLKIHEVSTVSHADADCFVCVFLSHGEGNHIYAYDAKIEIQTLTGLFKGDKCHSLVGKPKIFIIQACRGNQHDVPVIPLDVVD
# Target sequence (P55212 194-293 limits assumed): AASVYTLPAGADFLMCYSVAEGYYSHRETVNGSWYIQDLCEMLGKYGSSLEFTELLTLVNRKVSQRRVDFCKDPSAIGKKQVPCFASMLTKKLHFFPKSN
# Active calls of the source: *; ? = inconclusive; . = no result given; & = joins results of further samples.
structure | XiGFP reactiv | RAD52 anneal inh | F508del corr | E-sel inducer | DENV2 CPE rescue | RAD54 inh | INS-1E GSIS act | CASP6 VEID inh
O=c1c2ccccc2c(C=Nc2cccc(S(=O)(=O)NC3=NCCCCC3)c2)c(O)n1Cc1ccccc1 | 0.4 | -14 | 3.8 | -0.2 | 16 | . | -3 | 4
CN1[C@@H]2Cn3c(ccc(-c4ccccc4)c3=O)[C@H]1[C@@H](C(=O)NCCc1ccccc1)[C@@H]2CO | 0.4 | . | -1.2 | 0.1 | ? | 4 | 0 | .
COCC(=O)N1CC(=O)N2[C@H](C1)[C@@H](c1ccc(C#Cc3cccnc3)cc1)[C@@H]2CO | 0.1 | 2 | -0.5 | 0.8 | 3 | . | 15 | 2
Cc1cc(=O)oc2cc(NC(=O)c3c(Cl)cnn3C)ccc12 | 0.2 | -5 | 0.9 | 0.6 | -2 | -26 | -5 | -50
C[C@@H]1ON(C)[C@H]2C[C@H]3c4[nH]c5c(-c6cccc(F)c6)cccc5c4CCN3C(=O)[C@@H]12 | 0.6 | 0 | 1.6 | 0.2 | -11 | . | -24 | 0
COP(=O)(OC)OC(C(=O)c1ccccc1)c1ccc(Cl)cc1 (stereo not drawn) | 0.0 | -10 | 1.2 | 0.1 | . | . | 12 | 2
Cc1cc(/C=N/NC(=O)C(O)(c2ccccc2)c2ccccc2)c(C)n1-c1cccc(C(=O)O)c1 | -0.1 | -90 | 1.1 | 3.4 | 8 | -4 | -17 | 43*
CN(C)C(=O)c1cccc(-c2ccc(C3[C@H]4CNC[C@@H]3N4S(=O)(=O)c3ccc(Cl)cc3)cc2)c1 (stereo partly drawn) | 0.1&0.0 | -29&11 | -1.9&-2.3 | -0.1&0.1 | -7&0 | . | -15&-26 | -10&2

structure | XiGFP reactiv | RAD52 anneal inh | F508del corr | E-sel inducer | DENV2 CPE rescue | RAD54 inh | INS-1E GSIS act | CASP6 VEID inh
COc1ccc(C(=O)N/N=C/c2ccc(OC)c(COc3ccc(F)cc3)c2)cc1 | 0.1 | 6 | -1.6 | 0.9 | 6 | 5 | 13 | -109
O=C(NC1CCCN(Cc2ccccc2F)C1)c1cccs1 (stereo not drawn) | 0.1 | -7 | -1.5 | . | 0 | -10 | -5 | 2
COc1ccc(NC(=O)C2(S(=O)(=O)c3ccc(C)cc3)CC2)cc1 | 0.0 | -30 | -2.5 | 0.0 | 15 | -2 | -2 | 19
CCCNC(=O)NC[C@H]1CC[C@@H]2[C@@H](CN2S(=O)(=O)c2ccccc2[N+](=O)[O-])O1 | . | -6 | -1.0 | . | 12 | . | . | -4
C[C@H]1CN([C@@H](C)CO)C(=O)Cc2cc(NS(=O)(=O)c3cn(C)cn3)ccc2O[C@H]1CN(C)CC1CCCCC1 | 0.1 | . | 2.2 | -0.1 | . | . | 28 | .
COc1cccc(CNc2cc(C)ccn2)c1O | 0.0 | -6 | 0.9 | -0.2 | 8 | 0 | 10 | 1
CCCOc1ccc(C(=O)CCN2CCN(C(=O)OCC)CC2)cc1 | 0.0 | -7 | -4.3 | -1.5 | 2 | -3 | -6 | 0
CC1(C(=O)NCc2ccccc2Br)CCN1Cc1ccc(-c2ccccc2)o1 (stereo not drawn) | -0.1 | -404 | 3.6 | 0.0 | 2 | -2 | -26 | -2

# Next section, starting with the last 2 of the part before.
structure | XiGFP reactiv | RAD52 anneal inh | F508del corr | E-sel inducer | DENV2 CPE rescue | RAD54 inh | INS-1E GSIS act | CASP6 VEID inh
CCCOc1ccc(C(=O)CCN2CCN(C(=O)OCC)CC2)cc1 | 0.0 | -7 | -4.3 | -1.5 | 2 | -3 | -6 | 0
CC1(C(=O)NCc2ccccc2Br)CCN1Cc1ccc(-c2ccccc2)o1 (stereo not drawn) | -0.1 | -404 | 3.6 | 0.0 | 2 | -2 | -26 | -2
CCN(CC)CCSc1nnc2c3ccccc3n(Cc3ccccc3)c2n1 | 0.2 | 9 | 3.1 | 0.1 | 5 | 34 | 7 | -5
C[C@@H]1CN([C@@H](C)CO)C(=O)Cc2cc(NC(=O)CCC(F)(F)F)ccc2O[C@H]1CN(C)C(=O)Nc1ccccc1 | 0.3 | 0 | -0.5 | -0.1 | 1 | -4 | 7 | 1
CCCNC(=O)N1CC2(CCN(C(=O)C3CCCCC3)CC2)c2c([nH]c3cc(OC)ccc23)[C@H]1CO | 0.3 | . | -2.2 | -0.4 | -4 | . | -23 | .
CCc1ccccc1Nc1nc(N)nc(COC(=O)C2=COCCO2)n1 | 0.0 | -8 | 2.7 | 0.1 | 2 | -3 | 1 | 0
C[C@H]1CCCCO[C@@H](CN(C)Cc2ccc(C(F)(F)F)cc2)[C@@H](C)CN([C@@H](C)CO)C(=O)c2cc(NC(=O)Nc3cccc4ccccc34)ccc2O1 | 0.2 | . | 1.3 | 0.6 | 9 | 0 | -2 | .
O=C(CN(c1ccccc1)S(=O)(=O)c1ccc(F)cc1)NC1CCCCCC1 | 0.1 | -7 | 2.9 | -0.1 | -5 | 5 | 4 | 3
CS(=O)(=O)N1[C@H](CO)[C@@H](c2ccc(C#CC3CC3)cc2)[C@@H]1C#N | -0.1 | -28 | -0.8 | 0.4 | 26* | -11 | 5 | 1
COc1ccc(CNC(=O)C[C@@H]2C[C@H]3c4cc(NS(=O)(=O)c5ccc(F)cc5)ccc4O[C@H]3[C@H](CO)O2)cc1 | 0.1 | -11 | -0.6 | -0.1 | -2 | -2 | -18 | 3

structure | XiGFP reactiv | RAD52 anneal inh | F508del corr | E-sel inducer | DENV2 CPE rescue | RAD54 inh | INS-1E GSIS act | CASP6 VEID inh
CCCCOc1ccc(S(=O)(=O)NC(=O)C2(C)CCN2C(=O)c2c(C)noc2C)cc1 (stereo not drawn) | 0.0 | -17 | -0.2 | 0.3 | -9 | -4 | -9 | 2
C[C@@H]1CN([C@H](C)CO)C(=O)c2cccc(NC(=O)NC3CCCCC3)c2O[C@@H]1CN(C)C(=O)Nc1ccc(C(F)(F)F)cc1 | -1.3 | -5 | 0.9 | . | -5 | 2&4 | -30 | 4
O=C(O)c1cccnc1SCC(=O)C12CC3CC(CC(C3)C1)C2 | 0.1 | -5 | -0.8 | 3.7 | -1 | -1 | 0 | -3
Cc1n[nH]c(C)c1CCCCOc1ccccc1 | 0.0 | -3 | -4.7 | . | . | -10 | 4 | 0
CC(C)NC(=O)N(C)C[C@H]1OCCCC[C@H](C)Oc2ccc(NS(=O)(=O)c3ccccc3)cc2C(=O)N([C@@H](C)CO)C[C@H]1C | -0.1 | 5 | 1.4 | 0.2 | 5 | 1 | 29 | 3
CCCCCCOc1ccc(N2C(=O)CC(SC(=NCC)NCC)C2=O)cc1 (stereo not drawn) | 0.0 | -9 | -3.9 | 0.7 | . | 0 | 5 | 2
COCCN(C(=O)c1csnn1)C(C(=O)NC1CCCCC1)c1ccccc1F (stereo not drawn) | 0.1 | -2 | -0.6 | . | 5 | 0 | 12 | .
CC(=O)N(C)C[C@H]1Oc2ncc(C#Cc3ccccn3)cc2C(=O)N([C@@H](C)CO)C[C@H]1C | -0.3 | -45 | -3.8 | 0.2 | -11 | -3 | 14 | 1

SMILES	XiGFP reactiv	RAD52 anneal inh	F508del corr	E-sel inducer	DENV2 CPE rescue	RAD54 inh	INS-1E GSIS act	CASP6 VEID inh
COc1ccccc1S(=O)(=O)N[C@@H]1CC[C@@H](CCNC(=O)C2CCCCC2)O[C@@H]1CO	0.2	2	-1.9	-0.6	14	-2	11	1
O=C1NC[C@@H](CCCCN2C[C@H](Cc3ccccc3)N(CC3CCCCC3)C(=O)C2=O)N(Cc2ccccc2)C1=O	0.1	2	0.9	.	-8	.	-50	10
CN1CCN(CC(=O)Nc2sc3c(c2C(=O)Nc2ccccc2)CCCC3)CC1	0.0	42	-1.0	0.1	3	7	12	-1
COc1ccc(C)cc1NC(=O)c1nn(C)cc1Br	0.1	-1	-0.1	0.1	?	-1	-22	1
CC(=O)Nc1cccc(NC(=O)CCN2C(=O)c3ccccc3S2(=O)=O)c1	-0.1	-6	-6.8	.	-8	-3	0	-4
C[C@H](CO)N1C[C@H](C)[C@@H](CN(C)C)Oc2ccc(NS(=O)(=O)c3ccccc3)cc2C1=O	0.0	-15	-2.4	-0.1	1	-14	18	-5
COCCNC(=O)CN1N=C(c2ccc(C)cc2)CCC1=O	0.0	-15	4.1	0.4	-1	5	1	2
CC(C)(C)NC(=O)CN(C(=O)c1csnn1)c1cccc2c1CCCC2	0.4	-14	1.7	-0.9	5	.	-1	-14
COC(=O)C1=CN(c2ccc(F)cc2)C(N)=C(C#N)C1c1ccccc1 (stereo not drawn)	-0.1	-30	2.4	0.0	?	.	-12	0
CCOc1nc(N2CCOCC2)nc(N2CCOCC2)n1	0.6	-11	-1.8	2.6	3	-18	17	30
CCNC(=O)Nc1ccc2c(c1)C(=O)N(C)[C@@H]1CC[C@@H](CC(=O)NCC3CC3)O[C@@H]1CO2	0.3	.	3.7	0.6	1	-1	15	.
CC1CCCC(C)N1C(=O)CSc1nnc(COc2cccc3cccnc23)o1 (stereo not drawn)	0.1	0	1.5	-0.4	.	.	-2	3
O=[N+]([O-])c1cc([N+](=O)[O-])c(Oc2cccc3c2CCCC3)cc1NN1CCCCC1	0.0	-16	1.0	-0.2	7	-1	-3	-1
COCC(=O)N1[C@H](C#N)[C@@H](c2ccccc2-c2ccc(C)cc2)[C@@H]1CO	0.1	-1	0.8	0.3	-1	.	-9	0
O=C(NCc1ccc(F)cc1)c1cccc(NC2=NC3CS(=O)(=O)CC3S2)c1 (stereo not drawn)	0.0	1	-1.4	-0.4	?	11	2	0
CC(C)(C)c1ccc(C(=O)NCCCn2ccnc2)cc1	-0.1	7	0.1	.	-4	-5	-2	-8
CCOC(=O)C1CCN(C(=O)c2sccc2Cl)CC1	0.0	1	2.1	.	8	5	-1	0
Cc1cc(C(=O)Nc2cccc3c2O[C@H](CN(C)C(=O)NC2CCCCC2)[C@@H](C)CN([C@H](C)CO)C3=O)n(C)n1	0.7	11	0.7	-2.8	37*	-6	3	-2
N#Cc1ccccc1Cn1c(=O)n(-c2ccc(CC(=O)NCc3ccco3)cc2)c(=O)c2sccc21	0.0	-43	-1.6	0.1	-3	-9	10	0
Cc1cccc(C)c1NC(=O)CNC(=O)Cc1ccccc1[N+](=O)[O-]	0.1	-15	-4.6	.	3	-10	4	5
CSCC[C@H](N)C(=O)NC[C@H]1O[C@@H](n2cnc3c(N)ncnc32)[C@H](O)[C@@H]1O	0.3	-7	-1.1	0.2	-1	-5	-1	2
Cc1cc(C)n2nc(SC(C)C(=O)NC3CCCCC3C)nc2n1 (stereo not drawn)	0.0	-2	-3.2	5.5	6	0	13	-1
Cc1nn(CC(=O)NC2CC2)c(C)c1S(=O)(=O)N(C)C	0.0	-3	0.6	0.4	3	8	.	-3

# Screens deposited in PubChem by Broad Institute.
